# Pf Dd2 inh = blocks in vitro growth of P. falciparum Dd2. P. falciparum Dd2 growth, SYBR Green, 72 h. Potency, µM (highest dose often 28.9 µM), without a hit: at the highest dose activity, negative = inhibition, usual class: inhibitors. 120,000 tested, 4.3% active; active = well fitted inhibition curve with a large enough effect; inconclusive = small, poorly fitted or top-dose-only effect; inactive = no such curve, though single readings can be large or run the other way;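 note: plate controls were DMSO vehicle for no effect and reference drug for full effect; nearly all actives have a fitted effect of over 65% in size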
#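 Infected erythrocytes (Dd2, 0.3% parasitemia, 2.5% hematocrit final) are added to compound in RPMI-1640/Albumax II medium, grown 72 h at 37C in low oxygen, then lysed with saponin/Triton-X containing SYBR Green and read by fluorescence.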
# * = called active by the depositor; i = inactive; u = inconclusive; [ ] = another dose, or the depositor's remark. Potency is the fitted concentration of half-maximal effect.
Structure	Pf Dd2 inh
CC1(CNc2ccccc2)COc2ccc(C(=O)N3CCN(c4ccccn4)CC3)cc2N1 (stereo not given)	-1.4%
CNC(=O)[C@@H](c1ccccc1F)N1CCC[C@H]1C(=O)N1CCOCC1	-7.2%[44.1 µM]
c1ccc2oc(-c3ccnc4ncnn34)cc2c1	-3.5%
CCOC(=O)C(C)Sc1nnc2ccc3ccccc3n12 (stereo not given)	-8.7%
CC(Oc1ccccc1)C(=O)NCc1nnc2ccc(-c3ccccc3)nn12 (stereo not given)	-4.6%
CC(C)c1cccc(NC(=O)C2CCN(C(=O)c3ncn4c3COC(c3ccccc3)C4)CC2)c1 (stereo not given)	u
COc1ccc(C)cc1C(=O)NC1CC(c2nnc(CN(C)C)n2C)C1 (stereo not given)	-3.4%
CSc1ccc(/C=C/c2nc3ccccc3c(=O)n2-c2cccc(Cl)c2C)cc1	i
Nc1ncc(C(=O)N2CCCC3(CCOC3)C2)c(-c2ccccc2)n1 (stereo not given)	-4.3%
CCOc1ccc(NC(=O)Cn2c(=O)n(CCCC(=O)NCCc3ccc(Cl)cc3)c(=O)c3ccccc32)cc1	u
CCc1ccc(NC(=O)Cn2cccc2-c2nc(-c3ccc4c(c3)OCO4)no2)cc1	17.5%
O=C(Cc1cccs1)N1CCCN(c2cc(-c3ccc(Br)cc3)[nH]n2)CC1	u
Cc1ccc(C(=O)Nc2c(-c3ccccc3)nc3ccccn23)cc1	6.5%
COc1ccc(C(=O)N[C@H]2CO[C@H]3[C@@H]2OC[C@@H]3n2nnnc2Oc2ccc3c(c2)OCO3)cc1	-10.8%
O=C1Nc2ccccc2C12CN([S+](=O)([O-])c1cccc(C(F)(F)F)c1)C2	1.1%

# Of the compounds above, two have an aryl methoxy group.
Structure	Pf Dd2 inh
COc1ccc(C)cc1C(=O)NC1CC(c2nnc(CN(C)C)n2C)C1 (stereo not given)	-3.4%
COc1ccc(C(=O)N[C@H]2CO[C@H]3[C@@H]2OC[C@@H]3n2nnnc2Oc2ccc3c(c2)OCO3)cc1	-10.8%

# Carrying on.
Structure	Pf Dd2 inh
CN(C)c1cccc(-c2cn(C)c(=O)n3cc(CN4CCNC(=O)C4)nc23)c1	-13.2%[44.1 µM]
CC1(CCC(=O)N2CCCC2C(=O)Nc2ccccc2Oc2cccnc2)CC1 (stereo not given)	-13.9%
CN(C[C@H]1CN2CC[C@H]1C[C@@H]2CNC(=O)c1ccc(C(F)(F)F)cc1)c1ccccc1	i
O=c1cc(-c2ccccn2)oc2c(NCc3ccccc3)nccc12	-14.0%[44.1 µM]
CCc1nncn1C1CCN(S(=O)(=O)c2cccc(OC)c2)CC1	u
CCN1CCN(CCCNC(=O)Cn2c(-c3cccs3)cc3ccccc32)CC1	-16.5%
Cc1sc2ccn(C)c(=O)c2c1C(=O)NCc1cccc(F)c1	-13.3%
Cc1ccc(CN2CC(C(=O)N3CCc4c(nc5cc(-c6ccccc6)[nH]n5c4=O)C3)CC2=O)cc1 (stereo not given)	39.4%[5.79 µM]
CCc1ccc(OCC(=O)Nc2ccc(-c3nc4ncccc4o3)cc2)cc1	u
CC(C)CC(=O)Nc1c(C(=O)N2CCN(c3ccccc3F)CC2)oc2ccccc12	7.08µM*
CCOc1ccc(-c2nc(CSCC(=O)NCc3ccc(C)cc3)c(C)o2)cc1	-14.7%
O=C(NC1CCCCC1)N1C[C@@H]2C[C@H](C1)c1c(-c3ccccc3F)ccc(=O)n1C2	i
CC(=O)c1ccc(NC(=O)Nc2nnc(N3CCCC(C)C3)s2)cc1 (stereo not given)	-2.4%
Cc1noc(-c2ccc(OC3CN(C(=O)NC4CCCCC4)C3)cc2)n1	50.3%[activator][5.79 µM]
CCOC(=O)c1c(NC(=O)/C=C/c2ccccc2)sc2c1CCCC2	32.3%[activator]

# By substructure, those above containing a furan ring, fused or not.
Structure	Pf Dd2 inh
c1ccc2oc(-c3ccnc4ncnn34)cc2c1	-3.5%
CC(C)CC(=O)Nc1c(C(=O)N2CCN(c3ccccc3F)CC2)oc2ccccc12	7.08µM*

# Additional records.
Structure	Pf Dd2 inh
Cc1ccc(CNc2ccc(-c3nc(-c4cccnc4)no3)cc2[N+](=O)[O-])cc1	23.1%
COc1ccc(CCNC(=O)c2ccc(CS(=O)(=O)c3ccc(C)cc3)o2)cc1OC	-15.4%
O=C(c1ccc(F)cc1)N1CCC2(CC1)OCC(C(=O)N1CCCC1)N2C(=O)c1cccc(F)c1 (stereo not given)	8.4%
CCOc1ccc(CCNC(=O)Cn2nnc(-c3ccccc3Cl)n2)cc1OCC	-1.1%
COc1ccc(NC(=O)CCS(=O)(=O)c2cc3c4c(c2)CCN4C(=O)CC3)c(OC)c1	8.2%
O=C(c1ccco1)N1CCC(N2CCCC(C(=O)N3CCCC3)C2)CC1 (stereo not given)	12.4%
CC(C(=O)NCc1cccc(Br)c1)n1ncn2cccc2c1=O (stereo not given)	-20.2%
CN(C)C[C@@H]1CN(c2ccncn2)C[C@H]1NC(=O)Cc1ccsc1	-4.4%
COc1ccc(N2C(=O)CSC23CCN(C(=O)c2ccc(C)cc2)CC3)cc1	-11.5%
CCOC(=O)N1CCc2c(sc(NCc3ccc(OC)c(Br)c3)c2C(=O)Nc2cc(OC)ccc2OC)C1	u
Cc1ccc(Cl)cc1NC(=O)Nc1nnc(N(C)Cc2ccccc2)s1	u
O=C(Nc1ccc(N2CCC(N3CCCCC3)CC2)c(C(=O)O)c1)c1ccccc1	41.4%[activator]
O=C(COc1ccccc1)N1CCN(c2cc(C(F)(F)F)ncn2)CC1	-27.6%
CN(C)c1ccc(NC(=O)COc2ccc(-c3nnc4n3CCCC4)cc2)cc1	u
Cn1cnc(S(=O)(=O)N2CCCN(C(=O)c3ccco3)CCNC(=O)CC2c2ccccc2)c1 (stereo not given)	i

# Further structures.
Structure	Pf Dd2 inh
COc1cc2c(cc1C(=O)N1CC[C@@](O)(C3CCOCC3)[C@H](C)C1)CCC2	-15.2%
CC(C)c1cc(-c2nc(-c3ccccc3)no2)n[nH]1	u
COc1cc(SC)ccc1C(=O)N[C@H]1CCN2C(=O)N(c3cccc(SC)c3)C(=O)[C@@H]2C1	-20.1%
O=c1c2c(nc3cc(-c4ccccc4)[nH]n13)CN(S(=O)(=O)Cc1cccc(F)c1)CC2	u
CC(=O)Nc1cccc(-c2cnc3n[nH]c(-c4ccc(F)cc4C)c3n2)c1	-11.7%[44.1 µM]
COc1cc(C2C(C(=O)Nc3ccccc3C)=C(C)Nc3nc(SCc4cc(C)ccc4C)nn32)ccc1O (stereo not given)	u
CC1(c2noc(-c3ccccn3)n2)CCN(C(=O)CCCc2nc3ccccc3s2)CC1	u
CCCCOC(=O)c1ccc(NC(=O)/C(C#N)=C/c2ccc(C)o2)cc1	5.0%
CCn1c(CN2CCN(C)CC2)nc2cc(NC(=O)c3cc(OC)c(OC)c(OC)c3)ccc21	u
CCOC(=O)c1cc(S(=O)(=O)NCc2ccc(OC)cc2)[nH]n1	14.5%
Cc1ccc(CCNC(=O)C2CCCN(Cc3nc(-c4cccc(Cl)c4)oc3C)C2)cc1 (stereo not given)	u
O=C(c1cncc(Br)c1)N1CCCN(C(=O)C2CC2)c2ccccc21	-17.9%
O=C(c1cccc(O)c1)N1CC=C(c2cnc3cnc(-c4ccccc4)cn23)CC1	2µM*
CCN(CC)CCNC(=O)c1ccc2c(c1)N(S(C)(=O)=O)CC2	23.5%
O=C(c1ccccc1F)N1CCC2(CC1)C(=NC1CCCCC1)NC(=O)N2c1cc(F)cc(F)c1	1.8%

# New compounds follow
Structure	Pf Dd2 inh
Cc1ccc(CNC(=O)C2CCc3sc(C(=O)N4CCOCC4)cc3C2)o1 (stereo not given)	-21.4%
O=C(NC1CCN(c2cc(-c3cccs3)[nH]n2)C1)c1ccc(F)c(F)c1 (stereo not given)	-3.0%
CN(C)C(=O)CC1CCOC2(CCN(S(=O)(=O)c3cn(C)cn3)CC2)C1 (stereo not given)	16.2%
CC(C)N1CC2CCC(C1)N2C(=O)c1ccc2c(c1)OCO2	14.1%
O=C(c1ccc(CSc2nc3ccncc3n2Cc2ccccc2F)cc1)N1CCCCCC1	u
CCOc1cc(C(=O)NCCc2csc(-c3ccc(C)cc3)n2)cc(OCC)c1OCC	19.8%
CNC(=O)N1Cc2ccccc2OC2(CCN(C(C)C)CC2)C1	i
COCCn1cnnc1C(C)NC(=O)c1cn(C2CCC(N)CC2)nn1 (stereo not given)	-9.7%
O=C(CSCc1nc2cccnc2n1C1CCCCC1)NCc1cccc(Cl)c1	-18.1%
COc1ccc(-c2cc(C[C@@H]3CC[C@H](O)[C@@H](CNC(=O)C(C)(C)C)O3)no2)cc1	i
CCN(CC)C(=O)CSc1nnc2[nH]c(=O)cc(C)n12	i
O=C(CN1CCCC1=O)NCc1ccc(F)cc1Cl	5.7%
O=Cc1ccccc1-c1cc(F)cc(F)c1	6.5%[44.1 µM]
Cc1cccc(NC(=O)CSc2nc3c(c(=O)[nH]2)CN(Cc2ccc4c(c2)OCO4)CC3)c1C	22.5%
CCOCCN1C(=O)COC[C@@H]1[C@H](O)c1ccc(NC(=O)C2CCCCC2)cc1	-23.0%[44.1 µM]

# Carrying on.
Structure	Pf Dd2 inh
CCOC(=O)C(C)NC(=O)N1CCC2(CC1)CN(Cc1ccc(OC)cc1)C2=O (stereo not given)	15.0%
COc1ccc(N2CC(NC(=O)COc3ccccc3F)CC2=O)cc1OC (stereo not given)	19.2%
CCOCC(=O)N1CCC2(CC1)NCCc1c2[nH]c2ccccc12	i
CCOc1ccccc1NC(=O)Cn1c(=O)n(Cc2ccco2)c(=O)c2cccnc21	11.2µM*
COc1ccc(NC(=O)c2noc3c2CCCC3)cc1Cl	20.0%
O=[S+]1([O-])NCC2(CCN(Cc3ccc(C(F)(F)F)cc3)C2)Oc2ccncc21 (stereo not given)	-10.0%
CCCNc1cc(N2CCC(CCC(=O)Nc3cc(C)ccc3C)CC2)ncn1	-21.6%
CC(=O)Nc1ccccc1-c1c(C)nn2c1N(C(=O)c1ccc(Oc3ccccc3)cc1)CCC2	u
CCN1CCc2c(sc(-n3cccc3)c2C(C)NC(=O)Nc2cc(Cl)c(OC)cc2OC)C1 (stereo not given)	u
Cc1cnc(CC2CCN(C(=O)C(C)C)C2)n1C(C)C (stereo not given)	-16.4%
CCc1nc2c(NC(=O)Nc3cccc(C(=O)OC)c3)cccn2n1	u
O=C(Nc1ccc(F)cc1)N1CCN(c2ccc3nnc(-c4ccc(F)cc4)n3n2)CC1	u
CCOC(=O)C1CCCN(c2ncnc3c2cnn3-c2ccc(C)c(Cl)c2)C1 (stereo not given)	62.1%[activator]
COc1ccc(OCc2ccc(-c3nc(C#N)c(NCc4cccnc4)o3)o2)cc1	u
CC1CCC(NC(=O)C2CCN(c3cc(C(F)(F)F)ncn3)CC2)CC1 (stereo not given)	-0.7%

# (continued)
Structure	Pf Dd2 inh
C#CC(C)(CC)NC(=O)c1cc2c(n(-c3ccc(Cl)cc3)c1=O)CC(C)(C)CC2=O (stereo not given)	i
Cc1ccc(NC(=O)CN2C(=O)COc3ccc(S(=O)(=O)NC4CCCC4)cc32)cc1Cl	59.7%[activator]
COc1ccc2[nH]c3c(c2c1)CCNC31CCN(C(=O)c2cnc(C)cn2)CC1	i
Cc1ccc(C2(O)CCN(C(=O)c3ccc4nc(C)c(C)nc4c3)CC2)nc1	u
COc1cccc(C(=O)NC2=NC(c3ccccc3F)CC(=O)N2)c1 (stereo not given)	5.5%
CSCC(=O)N1C[C@@H](NC(=O)NC2CCCCC2)C[C@H]1C(=O)N(C)CC(N)=O	21.2%[44.1 µM]
COc1ccc(-c2onc(C)c2C)cc1S(=O)(=O)Nc1cc(Cl)ccc1C	76.3%[activator]
O=C(C1CCCN(S(=O)(=O)c2cccc3nsnc23)C1)N1CCN(c2cccc(Cl)c2)CC1 (stereo not given)	u
Cc1noc(C)c1CC(=O)N1[C@@H]2CC[C@H]1CC(NC(=O)c1ccncc1)C2 (stereo not given in full)	8.7%
N#Cc1ccccc1S(=O)(=O)N[C@H]1CO[C@H]2[C@@H]1OC[C@@H]2n1nnnc1Oc1ccccc1	-10.3%
Cc1ccc(CN2C[C@@H]3C(=O)N(C)C(=O)[C@@H]3C2)cc1C	12.7%
Cc1cccc(-n2c(=O)c3c(cc(C)n3C)n(CC(=O)Nc3ccccc3F)c2=O)c1	i
CSCC(=O)Nc1ccc2n(c1=O)C[C@H]1C[C@@H]2CN(C(=O)COc2ccccc2)C1	19.0%[44.1 µM]
CC(C)c1noc(-c2ccn3c(CNC(=O)c4ccco4)nnc3c2)n1	u
CS(=O)(=O)N1C[C@@H]2OCC(=O)N(Cc3cccnc3)[C@@H]2C1	39.2%[44.1 µM]

# Other compounds
Structure	Pf Dd2 inh
COc1ccc(NC(=O)CSC2=Nc3ccccc3C3=NC(CCC(=O)NCc4cccs4)C(=O)N23)cc1 (stereo not given)	u
CCOc1ccccc1NC(=O)CN1C(=O)C(c2ccccc2)=NC12CCCCC2	i
COc1ccc(-c2noc(CC3CCN(C(=O)c4ccc(OC)cc4OC)CC3)n2)cc1	u
COc1ccccc1C(=O)NCc1nnc2ccc(-c3ccc(C)cc3)nn12	u
O=C(CC1CCCCC1)N1CCN(C2CCN(CCc3ccccc3)C2=O)CC1 (stereo not given)	i
O=C(c1cccc(F)c1)N1CCCC(Nc2ccc(F)cc2)C1 (stereo not given)	-5.1%

# Two records picked at random from the list so far, as already listed:
Structure	Pf Dd2 inh
c1ccc2oc(-c3ccnc4ncnn34)cc2c1	-3.5%
CN(C)C(=O)CC1CCOC2(CCN(S(=O)(=O)c3cn(C)cn3)CC2)C1 (stereo not given)	16.2%

# Assay outcomes deposited in PubChem BioAssay by National Center for Advancing Translational Sciences (NCATS).

# Not all compounds are listed. The share of hits here may be higher or lower than overall.
